Screens deposited in PubChem by several laboratories.
Bcl-XL Bim block: human Bim-Bcl-XL interaction inhibition. Bim peptide-Bcl-XL binding, bead flow cytometry, fluorescence. inhibition, % at 10 µM. hit rate 0.04% among 190,000. AID 1007
Target sequence (Q07817 whole entry, looked up): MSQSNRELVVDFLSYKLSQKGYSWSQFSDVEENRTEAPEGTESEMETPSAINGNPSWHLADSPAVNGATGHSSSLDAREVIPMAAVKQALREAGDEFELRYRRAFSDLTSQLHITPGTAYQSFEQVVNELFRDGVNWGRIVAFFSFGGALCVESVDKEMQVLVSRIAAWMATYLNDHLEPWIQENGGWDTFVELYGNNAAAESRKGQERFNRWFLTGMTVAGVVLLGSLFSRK
Bim-Mcl-1: disrupts Bim peptide binding to human Mcl-1. inhibition, % at 10 µM. Q07820. Bead-based flow cytometry, Bim peptide-Mcl-1 binding. hit rate 0.1% among 190,000;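 further: 0% = no compound tracer wells and 100% = peptide blocker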
Bcl-2 Bim block: human Bim-Bcl-2 interaction inhibition. P10415. Bead-based flow cytometry, Bim peptide-Bcl-2 binding. inhibition, % at 10 µM. hit rate 0.06% among 190,000. AID 950; in the data active means inhibition above about 40%; inconclusive means no clear call, values can overlap the other calls;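 further: 0% = no compound wells with probe peptide and 100% = reference peptide inhibitor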
Mcl1-Bid inh: Mcl-1/Bid interaction inhibition. TR-FRET Mcl-1/Bid-Dy647 peptide binding, 1536-well. inhibition, % at 21.7 µM. hit rate 0.97% among 220,000. AID 1021;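 active means compounds that cut the binding signal by more than half at the single screening dose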;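 further: His-tagged Mcl-1 with europium anti-His antibody binding Bid BH3 peptide; 0% = Mcl-1 plus peptide wells and 100% = peptide-only wells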
Mcl1 Noxa PPI: Mcl-1/Noxa interaction inhibition. Q07820. TR-FRET Mcl-1/Noxa peptide binding, 2 h. inhibition, % at 21.7 µM. hit rate 1.5% among 220,000;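 active means compounds that cut the protein-peptide binding signal by more than 50% relative to plate controls in a single-dose test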;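 further: His-tagged Mcl-1 with rhodamine Noxa BH3 peptide and terbium anti-His antibody; 0% = Mcl-1 plus Noxa peptide wells and 100% = peptide-only wells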
RGS4-Gao reg: human RGS4-Galphao interaction regulation; hit rate 0.33% among 220,000; binding response (% of control), % at 10 µM; Multiplexed bead flow cytometry, RGS4-Galphao binding; actives lie on both sides; P09471; in the data active means binding response below about 49% or above about 150%; inactive means in between;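 further: fluorescent Galphao activated with aluminum fluoride binding bead-coupled RGS4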
Target sequence (P09471 whole entry, looked up): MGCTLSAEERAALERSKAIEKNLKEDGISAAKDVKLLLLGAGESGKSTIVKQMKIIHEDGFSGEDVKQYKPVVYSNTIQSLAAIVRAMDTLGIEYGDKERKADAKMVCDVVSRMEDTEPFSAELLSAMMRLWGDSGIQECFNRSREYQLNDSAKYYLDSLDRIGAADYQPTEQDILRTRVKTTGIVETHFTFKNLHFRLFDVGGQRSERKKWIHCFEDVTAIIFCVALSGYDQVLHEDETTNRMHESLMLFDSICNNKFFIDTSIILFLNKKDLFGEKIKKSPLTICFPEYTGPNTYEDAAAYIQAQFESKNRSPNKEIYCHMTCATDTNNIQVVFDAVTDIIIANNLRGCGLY
Bcl-B Bim block: disrupts Bim peptide binding to human Bcl-B | Q9HD36 | hit rate 0.073% among 190,000 | inhibition, % at 10 µM | AID 951 | bead-based flow cytometry;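 further: 0% = tracer peptide without compound and 100% = reference inhibitor peptide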
Target sequence (Q9HD36 whole entry, looked up): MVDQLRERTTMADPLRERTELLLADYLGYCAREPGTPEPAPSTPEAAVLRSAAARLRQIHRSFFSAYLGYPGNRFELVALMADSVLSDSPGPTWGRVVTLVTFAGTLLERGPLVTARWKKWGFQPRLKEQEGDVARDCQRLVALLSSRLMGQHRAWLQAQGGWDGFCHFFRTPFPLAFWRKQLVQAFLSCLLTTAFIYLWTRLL
RGS7-Gao reg: modulates binding of RGS7 to human Galphao | P09471 | binding response (% of control), % at 10 µM | AID 1439 | hit rate 0.35% among 220,000 | Multiplexed bead flow cytometry; actives lie on both sides; in the data active means binding response below about 49% or above about 150%; inconclusive means no clear call, values can overlap the other calls; inactive means in between;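 further: fluorescent Galphao held in activated GDP-AlF4 state binding bead-coupled RGS7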
RGS8-Gao reg: modulates binding of RGS8 to human Galphao; P09471; multiplexed bead flow cytometry; actives lie on both sides; response (percent of control binding), % at 10 µM; hit rate 0.34% among 220,000; AID 1423; in the data active means response below about 60% or above about 140%; inactive means in between;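 further: Galphao activated as the GDP aluminium fluoride complex binding bead-coupled RGS8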
Bfl-1 Bim block: inhibitors of Bim-Bfl-1 interaction, human; Q16548; Bead-based flow cytometry, Bim-Bfl-1 binding inhibition; inhibition, % at 10 µM; hit rate 0.12% among 190,000;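 further: 0% = wells without compound plus tracer and 100% = blocker peptide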
Bcl-W Bim block: human Bim-Bcl-W interaction inhibition; Q92843; bead-based flow cytometry, Bim peptide-Bcl-W binding; inhibition, % at 10 µM; hit rate 0.02% among 190,000; AID 952;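 further: 0% = bound tracer without compound and 100% = peptide blocker; higher means less fluorescent Bim peptide bound to Bcl-W beads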
Target sequence (Q92843 whole entry, looked up): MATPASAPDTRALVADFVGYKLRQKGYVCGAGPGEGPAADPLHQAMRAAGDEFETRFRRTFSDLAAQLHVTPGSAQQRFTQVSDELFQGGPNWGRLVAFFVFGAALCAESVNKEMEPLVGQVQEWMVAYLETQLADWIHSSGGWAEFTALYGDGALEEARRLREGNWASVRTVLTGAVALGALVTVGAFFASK
Starred values were filed as active, the others as inactive; ? = inconclusive; nt = no result given. Unless noted, no stated cut-off is given here; in the data, active means inhibition above about 40%.

nr	structure	Bcl-XL Bim block	Bim-Mcl-1	Bcl-2 Bim block	Mcl1-Bid inh	Mcl1 Noxa PPI	RGS4-Gao reg
1	CCCc1nc2sc3ccccc3c(=O)c2c(=O)n1Cc1ccco1	-4.0	0.0	2.0	5.1	23.5	98.9
2	O=C(NCc1ccncc1)C(=O)NCC(c1ccccc1)c1ccccc1	-7.0	-3.0	-1.0	-14.2	-2.3	99.4
3	COc1ccc(CCNC(=O)C2CCN(S(=O)(=O)c3ccc(-n4cnnn4)cc3)CC2)cc1OC	-5.0	-1.0	-1.0	-39.5	2.2	94.0
4	Cc1cc(NS(=O)(=O)c2ccc(-c3ccccc3)cc2)no1	9.0	0.0	1.0	3.9	9.4	111.5
5	COc1ccc(-n2c(N)c(C(=O)NCC3CCCO3)sc2=S)cc1 (configuration not stated)	2.0	-3.0	-10.0	-55.8	2.5	100.7
6	Cc1nnc2n(Cc3ccccc3)c(=O)c3c4c(sc3n12)COC(C)(C)C4	-2.0	-1.0	-6.0	-25.1	-0.6	101.1
7	Cc1sc(-c2ccccn2)nc1OC(=O)c1ccc(Cl)cc1	-3.0	-1.0	-12.0	-3.0	13.6	101.0
8	CC(Cc1ccccc1)NC(=O)C1CCCNC1=O (configuration not stated)	-2.0	-2.0	-7.0	-2.4	-1.2	104.5
9	CCC(C(=O)NCc1ccco1)N(C(=O)CNS(=O)(=O)c1ccccc1)c1ccc(OC)cc1 (configuration not stated)	10.0	1.0	-3.0	-38.8	8.4	105.8
10	COc1ccc(S(=O)(=O)N2CCN(C(=O)COc3ccc4c(C)cc(=O)oc4c3)CC2)cc1	-2.0	3.0	11.0	8.1	6.4	105.4
11	O=C1CCC([N+](=O)[O-])C(c2cccc(Cl)c2Cl)N1 (configuration not stated)	-2.0	-2.0	-1.0	-15.9	4.3	105.3
12	CN(Cc1nc2ccccc2[nH]1)Cc1nc(CC2CC2)no1	-5.0	-2.0	-2.0	-43.6	1.8	101.2

nr	Bcl-B Bim block	RGS7-Gao reg	RGS8-Gao reg	Bfl-1 Bim block	Bcl-W Bim block
1	0.0	102.6	99.7	3.0	0.0
2	-7.0	104.1	105.4	-12.0	-7.0
3	-2.0	97.6	96.3	-3.0	-3.0
4	2.0	113.4	101.0	0.0	-2.0
5	-9.0	103.2	101.9	-5.0	-3.0
6	-7.0	97.4	98.6	-11.0	0.0
7	-9.0	100.2	99.4	-13.0	-2.0
8	-11.0	104.3	105.1	-8.0	-3.0
9	-1.0	105.4	105.8	-1.0	-1.0
10	9.0	100.8	103.4	6.0	1.0
11	-1.0	102.5	103.5	-2.0	-1.0
12	-6.0	104.1	103.4	-6.0	-2.0

Further records
nr	structure	Bcl-XL Bim block	Bim-Mcl-1	Bcl-2 Bim block	Mcl1-Bid inh	Mcl1 Noxa PPI	RGS4-Gao reg
13	Cn1c(CCN2CCCCC2)nc2cc(NC(=O)NC3CCCCC3)ccc21	1.0	0.0	-2.0	-9.9	13.8	97.3
14	O=C(CNC(=S)NC(=O)c1cccs1)c1ccccc1	-9.0	-3.0	-7.0	-20.0	15.3	100.2
15	CCOC(=O)CN=C(NS(=O)(=O)c1ccc(Cl)cc1)c1ccccc1	2.0	0.0	-1.0	-23.3	-13.7	101.2
16	CCOc1ccccc1NC(=O)Nc1ccccn1	nt	nt	nt	3.0	27.4	105.5
17	Cc1c(C(=O)NCc2cccs2)oc2ccccc12	0.0	1.0	-3.0	-14.3	4.0	100.9
18	NC(=O)CC(NC(=O)c1cccc(Br)c1)c1ccc(NCCN2CCOCC2)c([N+](=O)[O-])c1 (configuration not stated)	nt	nt	nt	-32.1	2.9	98.5
19	COC(=O)c1noc(-c2ccc(OC)cc2)n1	0.0	0.0	1.0	-10.0	-7.0	101.9
20	Nc1nc2ccc(O)cc2s1	nt	nt	?	-17.2	-6.5	95.4
21	Nc1nc(Cl)cc(Sc2ccc3ccccc3c2)n1	-3.0	0.0	-1.0	0.0	7.5	102.4
22	CCC(=O)NCCCCCCCCCNC(=O)CC	-1.0	-1.0	3.0	-15.2	0.1	94.6
23	O=C(NCc1cccnc1)C(=O)NCC(c1ccco1)N1CCOCC1 (configuration not stated)	0.0	-1.0	-2.0	-41.5	-5.1	101.3
24	CC1CCN(S(=O)(=O)c2ccc(N=NC3=C(O)CC(C)(C)CC3=O)cc2)CC1	-6.0	-4.0	-6.0	-10.1	-7.8	95.3

nr	Bcl-B Bim block	RGS7-Gao reg	RGS8-Gao reg	Bfl-1 Bim block	Bcl-W Bim block
13	1.0	97.4	99.8	-2.0	-1.0
14	-10.0	95.9	99.2	-15.0	-1.0
15	-6.0	104.9	98.5	-3.0	-2.0
16	nt	?	102.3	nt	nt
17	-4.0	97.5	96.8	-13.0	4.0
18	nt	?	98.1	nt	nt
19	-2.0	98.0	104.2	-4.0	-2.0
20	nt	101.3	101.8	nt	nt
21	0.0	99.1	100.3	-2.0	1.0
22	0.0	94.2	99.4	0.0	-3.0
23	0.0	?	99.8	-1.0	0.0
24	-6.0	94.8	76.2	0.0	-4.0

(further entries)
nr	structure	Bcl-XL Bim block	Bim-Mcl-1	Bcl-2 Bim block	Mcl1-Bid inh	Mcl1 Noxa PPI	RGS4-Gao reg
25	O=[N+]([O-])c1cc(/C=N/n2c(-c3cccnc3)n[nH]c2=S)ccc1Cl	3.0	0.0	5.0	-24.8	69.6*	83.1
26	COC(=O)CCN(C(=O)c1cccc(OC(C)=O)c1)c1ccccn1	0.0	-4.0	-12.0	52.1*	-0.5	103.5
27	Cc1nn2c3c(cnc2c1-c1ccccc1)C(=O)CC(c1ccccc1)C3 (configuration not stated)	-11.0	-6.0	-2.0	-1.2	-4.9	106.1
28	CCOc1ccc(OCC)c(NC(=O)CN(C)S(=O)(=O)c2ccc3nc(C)sc3c2)c1	-8.0	-1.0	-2.0	-0.9	7.2	99.6
29	O=C(Nc1cccc([N+](=O)[O-])c1)C(=O)N1CCCCC1	-1.0	-1.0	-2.0	-5.2	-6.5	102.0
30	CCOC(=O)Cc1csc(NC(=O)c2ccc(Br)s2)n1	-7.0	-2.0	-6.0	-49.6	0.1	96.0
31	NNC(=O)CNc1ccccc1Cl	-2.0	5.0	3.0	-46.5	-10.3	101.7
32	O=C(Nc1cccc(C(F)(F)F)c1)c1ccccc1NC(=O)C1CCCCC1	-4.0	-5.0	-12.0	-7.9	7.7	104.3
33	COc1ccc(C2=NN(C(=O)CCCC(=O)O)C(c3cccs3)C2)cc1OC (configuration not stated)	0.0	1.0	2.0	-21.5	-4.0	98.7
34	Clc1ccc(-c2cn3c(n2)-c2ccccc2C3)cc1Cl	-4.0	-4.0	0.0	2.5	12.1	100.9
35	CCOc1c(C(N)=O)cc([N+](=O)[O-])cc1[N+](=O)[O-]	-7.0	-4.0	0.0	-14.0	-6.5	100.8
36	CCCC(=O)N1CCN(c2ccc(NC(=O)c3cccs3)cc2)CC1	-2.0	1.0	0.0	-40.8	15.8	94.7

nr	Bcl-B Bim block	RGS7-Gao reg	RGS8-Gao reg	Bfl-1 Bim block	Bcl-W Bim block
25	-31.0	82.6	88.7	10.0	5.0
26	-11.0	102.1	103.5	-14.0	0.0
27	-13.0	100.7	102.7	-3.0	-8.0
28	-2.0	96.5	97.5	0.0	-4.0
29	0.0	111.1	99.1	-3.0	1.0
30	-13.0	94.0	96.4	-17.0	-3.0
31	-1.0	103.8	105.5	-3.0	3.0
32	-7.0	100.8	107.6	-19.0	-3.0
33	-2.0	101.8	101.2	-3.0	2.0
34	-6.0	98.2	103.9	-2.0	-6.0
35	-6.0	98.7	100.3	0.0	-2.0
36	8.0	91.4	101.2	-3.0	-1.0

Continuation:
nr	structure	Bcl-XL Bim block	Bim-Mcl-1	Bcl-2 Bim block	Mcl1-Bid inh	Mcl1 Noxa PPI	RGS4-Gao reg
37	O=C(c1noc2c1CCCCC2)N1CCOCC1	-2.0	-1.0	1.0	-10.5	3.5	99.2
38	O=c1oc2c(CN3CCN(CCO)CC3)c(O)ccc2cc1-c1ccccn1	nt	nt	nt	-1.7	16.4	103.3
39	CCn1c(=O)c(-c2nc3ccccc3[nH]2)c(O)c2ccccc21	-2.0	-2.0	-4.0	-6.0	-70.0	102.2
40	CCOC(=O)CN(C(=O)CSc1nnc(CNc2ccc(F)cc2)o1)c1ccccc1	0.0	0.0	-10.0	-10.3	-5.9	103.1
41	CCCCc1nc2sc3c(c2c(=O)[nH]1)CCC3	-8.0	15.0	-6.0	-2.6	6.1	105.2
42	CC(C)C(=O)Nc1nnc(SCC(=O)NCc2ccc3c(c2)OCO3)s1	2.0	2.0	1.0	3.1	-5.5	100.8
43	O=C(Cn1c2[n+](c3ccccc31)CC(O)CS2)c1ccccc1 (configuration not stated)	0.0	0.0	1.0	-11.5	-0.7	94.9
44	Cc1ccc(OCC(=O)NCCc2nc3ccccc3[nH]2)c(C)c1	-1.0	0.0	-2.0	-13.2	17.9	101.2

nr	Bcl-B Bim block	RGS7-Gao reg	RGS8-Gao reg	Bfl-1 Bim block	Bcl-W Bim block
37	-1.0	96.8	98.2	0.0	-1.0
38	nt	?	101.5	nt	nt
39	-4.0	103.3	104.1	-1.0	-2.0
40	-6.0	99.2	99.9	-12.0	-3.0
41	-7.0	102.6	97.8	-11.0	4.0
42	-1.0	103.3	100.6	-4.0	2.0
43	-1.0	98.0	97.4	-2.0	-1.0
44	-4.0	?	100.6	-3.0	0.0

By substructure: the entries above containing a Cl atom
nr	structure	Bcl-XL Bim block	Bim-Mcl-1	Bcl-2 Bim block	Mcl1-Bid inh	Mcl1 Noxa PPI	RGS4-Gao reg
7	Cc1sc(-c2ccccn2)nc1OC(=O)c1ccc(Cl)cc1	-3.0	-1.0	-12.0	-3.0	13.6	101.0
11	O=C1CCC([N+](=O)[O-])C(c2cccc(Cl)c2Cl)N1 (configuration not stated)	-2.0	-2.0	-1.0	-15.9	4.3	105.3
15	CCOC(=O)CN=C(NS(=O)(=O)c1ccc(Cl)cc1)c1ccccc1	2.0	0.0	-1.0	-23.3	-13.7	101.2
21	Nc1nc(Cl)cc(Sc2ccc3ccccc3c2)n1	-3.0	0.0	-1.0	0.0	7.5	102.4
25	O=[N+]([O-])c1cc(/C=N/n2c(-c3cccnc3)n[nH]c2=S)ccc1Cl	3.0	0.0	5.0	-24.8	69.6*	83.1
31	NNC(=O)CNc1ccccc1Cl	-2.0	5.0	3.0	-46.5	-10.3	101.7
34	Clc1ccc(-c2cn3c(n2)-c2ccccc2C3)cc1Cl	-4.0	-4.0	0.0	2.5	12.1	100.9

nr	Bcl-B Bim block	RGS7-Gao reg	RGS8-Gao reg	Bfl-1 Bim block	Bcl-W Bim block
7	-9.0	100.2	99.4	-13.0	-2.0
11	-1.0	102.5	103.5	-2.0	-1.0
15	-6.0	104.9	98.5	-3.0	-2.0
21	0.0	99.1	100.3	-2.0	1.0
25	-31.0	82.6	88.7	10.0	5.0
31	-1.0	103.8	105.5	-3.0	3.0
34	-6.0	98.2	103.9	-2.0	-6.0
